E coli Lon inh = inhibits E. coli Lon protease | purified E. coli Lon protease, fluorescence polarization | 0.42% of 360,000 active | inhibition, % at 7.94 µM; in the data active means inhibition above about 13%, passing the limit was not always enough;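 further: 0% = enzyme with probe and DMSO and 100% = no enzyme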
MLLE-PAM2 inh = inhibitors of microRNA-mediated deadenylation, human PABP1 MLLE binding | P11940 | GST-MLLE / FITC-PAM2 fluorescence polarization | inhibition, % at 20 µM | 0.36% of 360,000 active; in the data active means inhibition above about 35%, passing the limit was not always enough;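 further: plate controls were DMSO wells with GST-MLLE for no effect and wells lacking GST-MLLE protein for full effect; some results filed as inactive read as strong as hits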
Rin1 Abl inh = inhibitors of human Rin1-Abl protein interaction; TR-FRET Rin1/Abl binding, biochemical; inhibition, % at 7.35 µM; 0.4% of 360,000 active; in the data active means inhibition above about 5%, passing the limit was not always enough
CSN inh = blocks human CSN-mediated cullin deneddylation; 0.38% of 360,000 active; inhibition, % at 12.5 µM; Purified CSN, SCF-Nedd8-OG deneddylation, fluorescence polarization; Q92905; AID 651999;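 active means pattern-corrected inhibition above about 35%, with an unprinted fluorescence ratio check between 0.5 and 1.5, limit read from the data, passing the limit was not always enough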;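 further: 0% = enzyme with substrate and 100% = substrate without enzyme; some results filed as inactive read as strong as hits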
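Material: purified human Csn5 enzyme expressed in HEK293T cells / Medium: Tris buffer pH 7.5, NaCl, DTT, Tween-20, trehalose, ovalbumin / Compound dosing: 12.5 µM single point / Schedule: 90 min incubation of compound, enzyme and substrate at room temperature / Signal: fluorescence polarization of the substrate / Control set: no-enzyme wells high, enzyme-with-substrate wells low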
bovine MsrA act = activators of bovine methionine sulfoxide reductase A; 0.3% of 360,000 active; AID 602163; activation, % at 10.6 µM; purified bovine MsrA, absorbance read-out; in the data active means activation above about 7.5%;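 further: 0% = vehicle and 100% = reference activator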
MsrA inhibitor = inhibits bovine methionine sulfoxide reductase A; purified bovine MsrA, absorbance read-out; inhibition, % at 15.5 µM; 0.75% of 360,000 active; AID 651718; in the data active means inhibition above about 4.5%;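 further: 0% = vehicle wells with enzyme and 100% = reference inhibitor wells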
TbMetRS inhib = Trypanosoma brucei MetRS inhibition | inhibition, % at 11.9 µM | 0.4% of 360,000 active | purified T. brucei MetRS, ATP depletion, Kinase-Glo luminescence | AID 624268;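 active means inhibition above a per-plate cutoff of the control wells' mean inhibition plus 3 SD, cut at about 5.5% in these data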;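 further: 0% = DMSO wells median and 100% = median of wells with control inhibitor compound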
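Material: T. brucei methionyl-tRNA synthetase, purified; reagent: substrates ATP, L-methionine and bulk Escherichia coli tRNA; dosing: 11.9 µM single point; timing: 15 min plus 2 h at 25 °C; detection: luminescence of leftover ATP; evaluation: % inhibition; control set: DMSO-only wells as low control; replicates: singlicate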
FAS-TE inh = inhibitors of human fatty acid synthase thioesterase domain | inhibition, % at 15 µM | P49327 | AID 602261 | 0.67% of 360,000 active | recombinant FAS-TE, OMFH fluorogenic substrate, fluorescence endpoint;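 active means compounds whose normalised, plate-corrected inhibition of enzyme fluorescence in the single-dose primary screen is 50% or more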;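 further: 0% = DMSO with enzyme and 100% = substrate without enzyme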
Target sequence (P49327 whole entry, looked up, the tested form may be a part): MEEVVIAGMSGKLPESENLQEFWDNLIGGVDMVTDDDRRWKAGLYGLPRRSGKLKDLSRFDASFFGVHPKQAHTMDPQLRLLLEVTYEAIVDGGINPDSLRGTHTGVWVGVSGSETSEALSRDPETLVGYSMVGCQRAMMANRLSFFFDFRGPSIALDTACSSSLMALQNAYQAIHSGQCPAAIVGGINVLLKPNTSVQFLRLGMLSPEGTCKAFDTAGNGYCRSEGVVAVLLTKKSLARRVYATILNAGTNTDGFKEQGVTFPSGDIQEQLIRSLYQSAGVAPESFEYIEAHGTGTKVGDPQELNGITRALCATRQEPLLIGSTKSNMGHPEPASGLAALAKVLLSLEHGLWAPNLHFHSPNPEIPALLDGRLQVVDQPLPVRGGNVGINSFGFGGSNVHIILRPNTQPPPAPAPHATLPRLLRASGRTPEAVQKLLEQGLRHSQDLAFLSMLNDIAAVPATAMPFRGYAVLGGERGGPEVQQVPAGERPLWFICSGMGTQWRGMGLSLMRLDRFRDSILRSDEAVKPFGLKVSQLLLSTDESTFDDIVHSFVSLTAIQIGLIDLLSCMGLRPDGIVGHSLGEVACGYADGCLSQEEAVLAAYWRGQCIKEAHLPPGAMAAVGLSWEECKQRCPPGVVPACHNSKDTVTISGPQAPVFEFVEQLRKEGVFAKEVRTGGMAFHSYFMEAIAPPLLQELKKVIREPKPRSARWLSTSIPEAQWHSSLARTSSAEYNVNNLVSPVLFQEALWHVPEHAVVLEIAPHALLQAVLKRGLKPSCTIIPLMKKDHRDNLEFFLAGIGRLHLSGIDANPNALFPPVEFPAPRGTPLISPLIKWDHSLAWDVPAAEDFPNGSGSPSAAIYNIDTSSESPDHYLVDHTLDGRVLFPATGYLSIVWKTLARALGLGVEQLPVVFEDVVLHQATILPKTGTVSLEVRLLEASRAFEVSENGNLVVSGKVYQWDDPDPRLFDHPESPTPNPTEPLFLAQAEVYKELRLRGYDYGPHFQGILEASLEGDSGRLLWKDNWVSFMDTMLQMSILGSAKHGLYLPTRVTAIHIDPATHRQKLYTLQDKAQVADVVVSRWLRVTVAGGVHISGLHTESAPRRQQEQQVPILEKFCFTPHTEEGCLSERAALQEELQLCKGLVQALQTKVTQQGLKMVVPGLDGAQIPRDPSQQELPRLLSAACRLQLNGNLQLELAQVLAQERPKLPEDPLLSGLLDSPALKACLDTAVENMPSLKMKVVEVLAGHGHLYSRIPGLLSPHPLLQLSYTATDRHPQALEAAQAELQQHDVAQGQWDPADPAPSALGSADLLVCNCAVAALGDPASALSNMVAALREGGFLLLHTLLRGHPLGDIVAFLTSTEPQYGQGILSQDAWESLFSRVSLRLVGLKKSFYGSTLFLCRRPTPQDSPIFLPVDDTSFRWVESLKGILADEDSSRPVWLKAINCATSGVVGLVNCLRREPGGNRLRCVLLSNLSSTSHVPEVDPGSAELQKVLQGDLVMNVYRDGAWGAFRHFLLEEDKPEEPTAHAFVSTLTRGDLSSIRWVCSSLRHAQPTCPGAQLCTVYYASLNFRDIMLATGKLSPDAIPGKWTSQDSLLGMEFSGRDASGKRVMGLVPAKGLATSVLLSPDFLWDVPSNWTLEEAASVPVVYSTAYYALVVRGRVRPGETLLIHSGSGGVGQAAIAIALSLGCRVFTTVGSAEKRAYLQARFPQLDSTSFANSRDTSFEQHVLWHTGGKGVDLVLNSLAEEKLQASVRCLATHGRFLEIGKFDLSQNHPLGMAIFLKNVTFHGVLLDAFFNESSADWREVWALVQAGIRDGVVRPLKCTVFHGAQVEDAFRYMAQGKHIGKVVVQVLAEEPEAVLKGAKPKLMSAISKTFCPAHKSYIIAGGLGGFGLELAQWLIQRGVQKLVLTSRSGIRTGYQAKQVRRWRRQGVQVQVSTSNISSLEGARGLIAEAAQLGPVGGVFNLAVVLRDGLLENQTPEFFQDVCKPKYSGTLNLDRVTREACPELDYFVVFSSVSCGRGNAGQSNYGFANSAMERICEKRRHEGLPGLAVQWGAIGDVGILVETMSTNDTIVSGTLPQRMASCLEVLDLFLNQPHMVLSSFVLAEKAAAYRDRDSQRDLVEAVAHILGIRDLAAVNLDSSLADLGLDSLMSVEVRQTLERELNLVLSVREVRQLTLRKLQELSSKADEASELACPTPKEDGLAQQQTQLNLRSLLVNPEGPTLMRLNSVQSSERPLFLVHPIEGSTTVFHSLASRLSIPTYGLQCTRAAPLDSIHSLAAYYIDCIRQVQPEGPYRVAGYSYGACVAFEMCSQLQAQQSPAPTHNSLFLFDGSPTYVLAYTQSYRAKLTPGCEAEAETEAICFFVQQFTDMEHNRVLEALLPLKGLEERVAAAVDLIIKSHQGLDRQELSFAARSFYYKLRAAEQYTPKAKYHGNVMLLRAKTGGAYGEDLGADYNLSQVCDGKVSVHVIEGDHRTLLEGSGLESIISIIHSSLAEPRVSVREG
Neddyl block = inhibitors of human cullin neddylation. calls only at 25 µM. TR-FRET cullin neddylation, biochemical. P61081+Q13564. 0.58% of 360,000 active; in the data active means inhibition above about 36%
Active calls of the source: *; i = inactive; . = no result given. Hits appear at their usual frequency (roughly 4% active in at least one column).

Molecule	E coli Lon inh	MLLE-PAM2 inh	Rin1 Abl inh	CSN inh	bovine MsrA act	MsrA inhibitor	TbMetRS inhib	FAS-TE inh	Neddyl block
CCOc1ccc(N(C(=O)c2snc(C(N)=O)c2N)C(C(=O)NC2CCCC2)c2ccncc2)cc1 (centres undefined)	4.1	-4.1	7.6*	1.6	-5.0	1.4	-0.6	2.7	i
CCOC(=O)Cc1csc(NC(=S)NC(=O)c2cccc([N+](=O)[O-])c2)n1	-11.0	26.8	0.4	-9.2	-1.5	1.0	-0.3	25.3	i
O=C(c1cccc(S(=O)(=O)N2CCCCC2)c1)N1CCN(c2ccccc2)CC1	2.1	6.3	0.2	0.1	-2.4	-0.8	-0.1	3.8	i
COC(=O)C1=C(N)Oc2cc(C)[nH]c(=O)c2C1c1cccnc1 (centres undefined)	-0.6	18.9	3.4	-0.6	0.8	0.5	1.1	-2.9	i
Cn1c(-c2ccc(Br)cc2)cnc1NCc1ccc(C#N)cc1	-15.1	-4.6	5.6	-4.4	-0.8	0.4	4.6	10.4	i
Cc1nnc(NCc2cccc(Cl)c2)c2ccccc12	-2.6	-9.6	0.6	1.5	-3.6	0.1	12.1*	-3.5	i
Nc1cc(=O)nc(SCC(=O)Nc2ccccc2)n1-c1ccccc1	-3.5	21.8	0.2	-0.9	5.7	0.2	0.0	-8.5	i
O=C(CCCc1ccccc1)NC1CCSC1=O (centres undefined)	-3.1	-9.7	2.4	-3.5	-0.9	1.5	0.1	-0.2	i

Part of the list above, reduced to FAS-TE inh and TbMetRS inhib.
SMILES | FAS-TE inh | TbMetRS inhib
CCOC(=O)Cc1csc(NC(=S)NC(=O)c2cccc([N+](=O)[O-])c2)n1 | 25.3 | -0.3
O=C(CCCc1ccccc1)NC1CCSC1=O (centres undefined) | -0.2 | 0.1
O=C(c1cccc(S(=O)(=O)N2CCCCC2)c1)N1CCN(c2ccccc2)CC1 | 3.8 | -0.1
CCOc1ccc(N(C(=O)c2snc(C(N)=O)c2N)C(C(=O)NC2CCCC2)c2ccncc2)cc1 (centres undefined) | 2.7 | -0.6

New compounds follow.
Molecule	E coli Lon inh	MLLE-PAM2 inh	Rin1 Abl inh	CSN inh	bovine MsrA act	MsrA inhibitor	TbMetRS inhib	FAS-TE inh	Neddyl block
O=C(NCc1ccccc1)c1sc(=S)n2c1[nH]c(=O)c1ccccc12	-4.8	25.1	1.7	1.2	1.9	0.1	-0.5	45.4	i
O=C(C1CCCN(Cc2cccc(F)c2)C1)N1CCCCC1 (centres undefined)	-0.9	-3.8	-2.1	2.9	-10.6	-0.7	-0.2	-11.2	i
COCc1c(C(=O)OCc2c(C)noc2C)oc2ccccc12	-1.1	20.1	0.6	5.7	-3.0	-1.4	-0.7	1.5	i
COc1ccc(OC)c(NC(=O)c2ccc(NS(=O)(=O)c3c(C)noc3C)cc2)c1	-4.7	8.2	-1.4	3.2	-4.2	0.1	0.4	-4.5	i
CCN(C(=O)CSc1nnc(-c2cccs2)n1CC)C1CCS(=O)(=O)C1 (centres undefined)	-2.7	0.2	-2.3	-0.7	-3.7	-0.3	-0.9	-2.0	i
CCC1(C)CC(c2csc(N)n2)CCO1 (centres undefined)	-1.2	12.1	-1.2	1.7	-9.1	-0.7	-0.9	-6.3	i
Cc1ccc(NC(=O)C(=O)c2ccc(C)cc2)cc1	-5.5	-6.1	1.8	-1.1	3.3	1.5	-0.5	5.9	i
O=C1CCNCCN1[C@H](CO)c1ccccc1	3.1	8.4	2.2	-1.4	-5.0	-0.2	-0.3	-4.4	i
Cc1c(C(=O)NCCN2C(=O)S/C(=C\c3cccs3)C2=O)cccc1[N+](=O)[O-]	6.8	-4.2	-2.7	-3.2	-3.4	0.1	1.0	0.7	i
CCN(C(=O)CN1C(=O)NC(c2ccccc2)(c2ccccc2)C1=O)c1ccccc1	2.5	-14.5	1.5	2.0	-2.9	-1.0	0.1	8.3	i
CCCCN1C(=O)C(CC(=O)NC2CC2)CC(C(=O)N(CC)CC)=C1C (centres undefined)	-1.9	-8.7	-4.5	2.3	-3.5	-0.5	-0.8	-12.1	i
Cc1nnc(NC(=O)/C=C/c2ccco2)s1	-5.1	4.4	-0.9	-6.2	-1.4	4.0	-0.2	-5.2	i
CC(C)c1ccc(C(=O)NC(=S)Nc2ccc3[nH]c(=O)[nH]c3c2)cc1	-6.7	37.0	-0.1	-1.2	-5.3	0.4	0.1	-0.4	i
O=C(O)Cc1c(-c2ccccc2)c2cc(Cl)ccc2[nH]c1=O	5.0	9.8	3.2	-4.5	-5.8	2.0	-0.6	-0.9	i
O=C(NCc1ccccc1)N[C@@H](Cc1c[nH]c2ccccc12)C(=O)O	-5.0	4.4	4.2	1.6	-4.5	-0.8	0.1	-5.0	i
CCCOP(=O)(c1ccc(N(C)C)cc1)C(O)c1ccc(N(C)C)cc1 (centres undefined)	0.3	-6.4	0.9	-3.2	-5.6	-0.6	-1.1	-1.9	i
CC1=C(C(=O)OC(C)C)C(c2cccnc2)n2ncnc2N1 (centres undefined)	-10.7	7.8	0.9	2.8	-1.4	-1.2	-0.2	-8.4	i
O=C(CCCN1C(=O)S/C(=C\c2ccccc2)C1=O)NNC(=O)c1ccccc1O	1.2	-18.7	4.1	-4.5	-6.4	4.7*	0.0	8.2	i
Cc1ccc(S(=O)(=O)CC(=O)Nc2cccc(C)n2)cc1	14.4	10.2	4.7	-1.4	-1.9	-0.2	-0.4	-5.5	i
N#CCc1ccc(OC(=O)c2cccnc2Cl)cc1	8.5	-0.2	-3.8	12.6	-0.9	-0.7	-0.1	-0.7	i
COc1ccc(S(=O)(=O)Nc2cccc3c2O[C@H](CN(C)S(=O)(=O)c2ccc(OC)cc2)[C@@H](C)CN([C@H](C)CO)C3=O)cc1	2.0	-4.5	-0.5	-3.8	-0.2	-1.6	0.6	2.1	i
CC(=O)c1ccc(NC(=O)COc2ccc3c(c2)OCO3)cc1	-5.7	-8.7	1.2	0.7	-7.8	1.9	-0.7	0.0	i
COc1ccc(-n2nc(C(=O)Nc3nc4ccc(OC)cc4s3)c3ccccc3c2=O)cc1	3.9	21.7	-0.3	-12.1	-0.3	2.1	0.2	-5.7	i
COc1ccccc1Sc1nc(-c2ccccn2)ncc1OC	4.7	13.1	0.7	-5.0	-1.7	0.2	0.4	-2.3	i

Structures listed above that bear a hit mark in TbMetRS inhib.
structure	E coli Lon inh	MLLE-PAM2 inh	Rin1 Abl inh	CSN inh	bovine MsrA act	MsrA inhibitor	TbMetRS inhib	Neddyl block
Cc1nnc(NCc2cccc(Cl)c2)c2ccccc12	-2.6	-9.6	0.6	1.5	-3.6	0.1	12.1*	i

(next part)
Molecule	E coli Lon inh	MLLE-PAM2 inh	Rin1 Abl inh	CSN inh	bovine MsrA act	MsrA inhibitor	TbMetRS inhib	FAS-TE inh	Neddyl block
CCOc1ccc(N(CC(=O)O)S(=O)(=O)c2cccnc2)cc1	-1.2	-5.3	3.5	-4.6	-1.4	0.0	0.0	-0.7	i
COC(=O)c1cc2c(ccn2-c2ccc(F)cc2)n1CC(=O)N1CCN(C(=O)c2ccco2)CC1	-5.3	-4.5	-0.8	0.1	-0.9	2.4	0.4	7.7	.
COc1ccccc1CNC(=O)C(CCSC)NS(=O)(=O)c1ccc2c(c1)oc(=O)n2C (centres undefined)	-11.5	16.3	3.2	-0.1	-1.4	0.3	-0.7	-2.1	i
C#Cc1ccc([C@@H]2C=C(C(=O)O)O[C@H](OCCCCO)C2)cc1	9.6	-2.9	-1.2	8.2	-2.6	-1.4	-0.1	-0.4	i
CCOC(=O)c1sc(C)c2c1NC1(CCCCC1)NC2=O	-2.9	2.6	-3.5	0.9	-1.7	0.4	-0.8	-0.3	.
Cc1ccc(C(=O)OC/C(O)=C(\C#N)c2nc3ccccc3[nH]2)cc1S(=O)(=O)N1CCOCC1	-18.7	-29.4	-4.8	1.4	1.0	3.3	0.2	-1.1	i
CCN1CCCC1CNC(=O)CN1C(=O)COc2ccc(C)cc21 (centres undefined)	-6.2	0.1	0.5	2.2	0.2	-0.4	-0.5	-4.8	i
Cc1ccccc1OCCN1CCCC1	2.6	16.9	0.9	1.7	-1.1	-0.6	-0.6	-9.0	i
COc1ccc(C(=O)Oc2cccc(Nc3ncnc4ccccc34)c2)cc1OC	8.1	-3.5	1.6	2.3	-3.9	-0.3	0.3	15.5	.
CSc1cccc(NC(=O)c2ccccc2N(C)S(C)(=O)=O)c1	2.1	-89.3	1.3	-1.2	-10.0	-1.1	-0.9	-4.4	i
COCCNC(=O)Cn1cc(C(=O)c2ccco2)c2ccccc21	-6.0	16.2	-3.8	-6.5	-4.6	7.2*	0.0	-4.4	i
c1ccc(COc2cccc(CNCc3ccccn3)c2)cc1	1.7	9.4	-1.9	4.7	0.8	0.8	-0.4	-9.3	i
O=C(Nc1ccc(O)c(-c2nc3ccccc3o2)c1)C1(c2ccc(Br)cc2)CCCC1	-6.0	2.2	3.0	-1.6	-2.8	1.1	0.3	39.8	i
Cc1ccc(CSc2nnc(C)c(=O)n2N)cc1	-6.7	5.4	-2.6	-2.5	2.2	1.6	-0.4	-7.9	i
c1ccc2c(c1)OCC(c1nnc3n1-c1ccccc1SC3)O2 (centres undefined)	-2.2	-4.3	-1.5	-0.1	3.6	0.5	-0.6	-2.6	i
CC12CCC(C(=O)NCc3ccc(Cl)cc3)(OC1=O)C2(C)C (centres undefined)	-2.5	7.9	2.0	0.9	1.3	-0.4	-1.0	-0.7	i
Cc1sc2nc(C)n(/N=C/N(C)C)c(=O)c2c1C	-0.3	6.5	1.4	-0.5	-3.3	1.8	-0.5	-6.1	i

3 compounds out of the list above, ordered by the number in MLLE-PAM2 inh, ascending.
SMILES | E coli Lon inh | MLLE-PAM2 inh | Rin1 Abl inh | CSN inh | bovine MsrA act | MsrA inhibitor | TbMetRS inhib | Neddyl block
O=C(Nc1ccc(O)c(-c2nc3ccccc3o2)c1)C1(c2ccc(Br)cc2)CCCC1 | -6.0 | 2.2 | 3.0 | -1.6 | -2.8 | 1.1 | 0.3 | i
Cc1ccc(CSc2nnc(C)c(=O)n2N)cc1 | -6.7 | 5.4 | -2.6 | -2.5 | 2.2 | 1.6 | -0.4 | i
c1ccc(COc2cccc(CNCc3ccccn3)c2)cc1 | 1.7 | 9.4 | -1.9 | 4.7 | 0.8 | 0.8 | -0.4 | i
